# D3 antag – qHTS of D3 Dopamine Receptor Antagonist: qHTS. D(3) dopamine receptor (Homo sapiens), P35462. D3R cells, DiscoveRx beta-arrestin luminescence, antagonist mode; active compounds read low. max response, negative = inhibition, %. hit rate 2.5% among 360,000. AID 652054, 2013; in the data active means max response below about -50%; inconclusive means no clear call, values can overlap the other calls; further: on the % scale 0 is the no-effect control and ±100 the full control effect; mostly tested at two doses, the higher about 12 µM
#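 Cells expressing the human receptor were seeded at 1500 cells/well, incubated overnight at 37 degrees C in 5% CO2, then exposed to library compounds with dopamine controls for 90 minutes at 37 degrees C before luminescent detection.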
# HEK293 tox – qHTS of GLP-1 Receptor Inverse Agonists: Cytotox Screen; HEK293 cAMP-luciferase reporter cells, luminescence, 24 h; Potency, µM (highest dose often 38.3 µM), for inactives: top-dose activity change, negative = inhibition, actives largely listed as inhibitors; hit rate 0.13% among 410,000; AID 624418, 2012;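 further: loss of luciferase light is scored as toxicity; potency means the concentration at half of the fitted maximal effect; on the % scale 0 is the no-effect control and ±100 the full control effect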
#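 To flag toxic compounds, the library was rerun on cells for 24 hr at 37 deg C and 5% CO2. Viability-linked luminescence was captured 12 min after adding luciferase detection reagent.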
# GLP1R inv ag – qHTS of GLP-1 Receptor Inverse Agonists (Inhibition Mode); Glucagon-like peptide 1 receptor (Homo sapiens), P43220; Potency, µM (top dose mostly 38.3 µM), inactives show at the highest dose activity change, negative = inhibition, actives largely listed as inhibitors; hit rate 1.6% among 410,000; HEK293 GLP-1R CRE-luciferase, luminescence, 24 h; GLP-1R form is constitutively active; further: potency means the concentration at half of the fitted maximal effect; on the % scale 0 is the no-effect control and ±100 the full control effect; nearly all actives have a fitted effect of over 55% in size
#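 Inverse agonism was detected as reduced cAMP-driven luciferase luminescence after 24 h compound treatment. The cells were HEK293 clones expressing constitutively active human GLP-1R with the reporter. Reporter-only and GPR119 cell lines served as counterscreen controls.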
# D3 ag – qHTS of D3 Dopamine Receptor Agonist: qHTS | hit rate 0.58% among 410,000 | D(3) dopamine receptor (Homo sapiens), P35462 | max activation, % | D3R DiscoveRx beta-arrestin cells, luminescence, 90 min; in the data active means max activation above about 30%; further: 0% is about no effect; mostly tested at two doses, the higher about 12 µM
#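 Cells at 1500/well, incubated overnight, then treated with pinned compounds (dopamine as control) for 90 min at 37 degrees C. DiscoveRx reagent added for 30 - 60 minutes at room temperature; luminescence read.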
# PLK1 PBD block – qHTS for Inhibitors of PLK1-PDB (polo-like kinase 1 - polo-box domain): Primary Screen; Plk1 PBD binding of FITC phosphopeptide, fluorescence polarization; Potency, µM, for inactives: max response, negative = inhibition, actives largely listed as inhibitors; hit rate 2.8% among 360,000; further: potency means the concentration at half of the fitted maximal effect; series mostly up to about 57 µM; on the % scale 0 is the no-effect control and ±100 the full control effect; nearly all actives have a fitted effect of over 65% in size
# IL2 activator – qHTS of IL-2 Activators | IL-2 activation reporter assay, cell-based qHTS; stimulated with anti-CD3/CD4/CD28 beads; in transgenic mouse T cells | activation, % (series mostly up to about 46 µM) | hit rate 0.065% among 360,000; in the data active means activation above about 50%; inconclusive means mostly about 30% to 49%; further: 0% is about no effect
#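 Readout: EGFP and DsRed signals by fluorescent plate cytometry. Unstimulated transgenic mouse T cells received compound 60 min before antibody-bead stimulation, then incubated 18 h at 37 degrees C.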
# WRN inhibitor – qHTS for Inhibitors of WRN Helicase | AID 651768, 2012 | hit rate 0.46% among 360,000 | WRN helicase unwinding, fluorescent forked duplex, kinetic | Potency, µM (doses to about 114 µM), without a hit: at the top dose activity change, negative = inhibition, hits mostly inhibitors; further: potency means the concentration at half of the fitted maximal effect; on the % scale 0 is the no-effect control and ±100 the full control effect; nearly all actives have a fitted effect of over 55% in size
# Target sequence (Q14191 whole entry, looked up): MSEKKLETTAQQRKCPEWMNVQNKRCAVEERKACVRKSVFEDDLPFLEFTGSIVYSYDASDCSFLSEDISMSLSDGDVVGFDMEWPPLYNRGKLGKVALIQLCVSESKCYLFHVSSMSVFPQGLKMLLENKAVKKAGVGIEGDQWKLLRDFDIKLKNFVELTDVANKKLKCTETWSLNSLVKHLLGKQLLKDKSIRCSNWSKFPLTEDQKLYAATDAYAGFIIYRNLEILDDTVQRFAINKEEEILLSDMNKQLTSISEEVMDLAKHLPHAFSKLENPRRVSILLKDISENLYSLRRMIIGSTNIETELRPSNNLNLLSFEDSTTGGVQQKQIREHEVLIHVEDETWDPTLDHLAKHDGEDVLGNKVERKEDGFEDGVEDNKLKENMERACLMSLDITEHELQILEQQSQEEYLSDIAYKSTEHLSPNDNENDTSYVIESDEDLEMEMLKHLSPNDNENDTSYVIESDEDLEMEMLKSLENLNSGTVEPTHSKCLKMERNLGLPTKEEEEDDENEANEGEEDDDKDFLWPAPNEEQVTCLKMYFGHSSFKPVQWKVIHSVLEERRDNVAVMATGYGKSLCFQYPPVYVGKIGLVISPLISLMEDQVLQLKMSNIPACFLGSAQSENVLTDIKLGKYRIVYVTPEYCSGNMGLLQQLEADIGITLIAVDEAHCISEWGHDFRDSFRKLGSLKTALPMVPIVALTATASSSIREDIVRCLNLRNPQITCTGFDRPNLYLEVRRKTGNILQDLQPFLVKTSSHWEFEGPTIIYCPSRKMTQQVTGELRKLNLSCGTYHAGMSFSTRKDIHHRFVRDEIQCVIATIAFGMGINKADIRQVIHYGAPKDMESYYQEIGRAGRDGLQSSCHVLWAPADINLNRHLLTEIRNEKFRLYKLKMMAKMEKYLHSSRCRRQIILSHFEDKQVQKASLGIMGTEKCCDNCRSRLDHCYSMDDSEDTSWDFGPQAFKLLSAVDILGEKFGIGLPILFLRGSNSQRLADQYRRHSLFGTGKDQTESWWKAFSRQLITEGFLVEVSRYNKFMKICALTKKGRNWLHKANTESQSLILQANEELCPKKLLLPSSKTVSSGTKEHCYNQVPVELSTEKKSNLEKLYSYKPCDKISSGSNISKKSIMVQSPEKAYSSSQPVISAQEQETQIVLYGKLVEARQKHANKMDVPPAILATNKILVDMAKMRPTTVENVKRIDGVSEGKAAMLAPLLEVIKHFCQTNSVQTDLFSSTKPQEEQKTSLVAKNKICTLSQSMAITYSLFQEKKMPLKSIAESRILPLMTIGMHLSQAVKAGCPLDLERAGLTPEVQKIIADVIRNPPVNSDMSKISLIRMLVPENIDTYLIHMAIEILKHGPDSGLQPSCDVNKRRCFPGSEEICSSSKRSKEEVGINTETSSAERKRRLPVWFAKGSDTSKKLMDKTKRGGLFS
#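 Enzyme (20 nM final) and test compound sit together 15 min at room temperature before substrate addition. Substrate is a single-forked duplex oligonucleotide (100 nM) labelled with fluorophore and quencher, with 2 mM ATP; helicase unwinding raises red fluorescence, read kinetically.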
# PI5P4K alpha inh – qHTS for Inhibitors of phosphatidylinositol 5-phosphate 4-kinase (PI5P4K) | PI5P4Kalpha enzyme, ADP-Glo luminescence, 60 min; active compounds read low | max response, % | hit rate 1.2% among 330,000; active means max response of -50% or lower; inconclusive means between -30% and -50%; inactive means -30% or higher; further: value at the top dose of about 77 µM; on the % scale 0 is the no-effect control and ±100 the full control effect
#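 Compounds were pin-transferred onto PI5P4Kalpha and substrate in HEPES pH 7.4 buffer with EGTA, CHAPS and 5% DMSO. ATP (5 microM final) started the reaction, which ran 60 minutes at room temperature before ADP-Glo detection.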
# GLP1R ag – qHTS of GLP-1 Receptor Agonists; HEK293 GLP-1R CRE-luciferase, luminescence, 4-6 h; cells express a hypersensitive GLP-1R form; Potency, µM (doses to about 45.6 µM), for the others: top-dose activation, hits mostly activators; hit rate 0.007% among 380,000; AID 624172, 2012; further: potency means the concentration at half of the fitted maximal effect; % of control where 0% means no effect
# Numbers without * were called inactive; ? = inconclusive; / = no result given; & = joins results of further samples; [ ] = dose if it differs, or a comment. Unless noted, the call rests on the fitted dose curve; in most records, active means well fitted curve in the direction sought with a large enough effect; inconclusive means small, poorly fitted or top-dose-only effect, or another doubt; inactive means no such curve, though single readings can be large; an effect the other way counts as inactive or inconclusive.
SMILES,D3 antag,HEK293 tox,GLP1R inv ag,D3 ag,PLK1 PBD block,IL2 activator,WRN inhibitor,PI5P4K alpha inh,GLP1R ag
O=C(NCc1nnc(SCC(=O)N2CCCCC2)o1)c1ccc(F)cc1,1,0%,0%,3,-2%,-1.0,3%,-5,4%
O=C(COC(=O)C1CCN(S(=O)(=O)c2ccc3c(c2)OCCO3)CC1)Nc1cc(C(F)(F)F)ccc1Cl,-23,54%,50%[activator],-7,-11%,-0.2,-28%,-3,-11%
COc1cc2cc(C[C@H](C)O)oc(=O)c2cc1OC,0,4%,38%[activator],0,-4%,-0.3,-3%,-4,-1%
COCCNC(=O)/C(C#N)=C/c1c(N2CCN(C)CC2)nc2c(C)cccn2c1=O,14,30%,7%,4,6%,-3.2,11%,0,11%
CCOC(=O)c1nn(-c2cccc(OC)c2)c(-c2ccccc2)c1C(=O)c1ccccc1,12,-3%,5.6µM*,4,-6%,0.5,-5%,1,7%
CCc1ccc(NC(=O)/C(C#N)=C/c2ccncc2)cc1,-20,0%,-6%,-8,?,-0.8,-6%,1,-3%
CCCCCCOc1ccc(C(=O)O)cc1C#N,-4,13%,-18%,-4,-5%,-0.2,-29%,4,5%
C=CCn1c(COc2ccc(F)cc2)nnc1SCC(=O)NC1CC1,7,-3%,17%,5,2%,0.3,0%,-6,8%
COCCN=c1scc(-c2cc(OC)ccc2OC)n1/N=C/c1c[nH]c2ccccc12,6,-37%,?,4,4%,-0.2,-19%,29,0%
CCc1nc2ccc(C(=O)NCCN3CCOCC3)cn2c1N(C=O)Cc1ccc(OC)cc1,-21,29%,26%,-2,-7%,0.0,-7%,4,-1%
CCO[C@@H]1OC(C(=O)N2CCN(Cc3ccccc3)CC2)=C[C@H](c2ccccc2)[C@H]1CCCO,-17,0%,-10%,-10,3%,-1.4,-1%,9,-5%
CC(C)CNC(=O)c1cccc(NC(=O)COc2ccc([N+](=O)[O-])cc2)c1,5,-12%,-17%,-5,-8%,-3.1,-10%,-1,19%
Cc1cccc(NC(=O)c2cc(NC(=O)C3CCCCC3C(=O)O)ccc2N2CCCCC2)c1 (centres undefined),-4,-12%,?,0,?,4.9,-14%,/,9%
CC(C)(C)c1c(Cl)c(O)c(-c2ccccc2)c(=O)n1-c1ccccc1,3,5%,?,-5,-21%,-0.2,50µM*,3,-1%
CCOC(=O)c1ccc(NC(=S)N(CCCN2CCN(CC)CC2)Cc2ccco2)cc1,4,?,?,-19,-20%,-4.0,6%,-3,7%
C[C@@H]1CN([C@H](C)CO)S(=O)(=O)c2ccc(C#C[C@@H](C)O)cc2O[C@@H]1CN(C)Cc1ccc(-c2ccccc2)cc1,4,1%,?,2,-4%,0.3,-5%,2,0%
[N-]=[N+]=NC1c2ccccc2C(=O)N1Cc1ccccc1 (centres undefined),1,2%,-15%,9,-7%,0.5,-2%,3,8%
COCCNC(=O)CCCC(=O)NCCOC,-23,23%,22%,-6,-21%,-0.8,-25%,0,8%
COc1ccccc1CNC(=O)c1nnc(Cc2ccc(Cl)cc2)o1,0,3%,-16%,4,-13%,-3.8,-9%,2,-5%
Cn1nnnc1SCC(=O)Nc1ccccc1Cc1ccccc1,-24,2%,-11%,1,-6%,-1.5,-10%,2,-1%
Cc1ccc(SCCSc2nc(N)cc(=O)[nH]2)cc1,20,-3%,17%,2,0%,-0.5,11%,-2,-3%
CN1CCS/C1=C\C=C1/SC(=S)N(CC(=O)O)C1=O,-68*,-13%,-11%,-16,115%[activator],65*,-6%,5,1%
CC(C)CCN1CN(S(=O)(=O)c2cccs2)c2nc3ccccc3nc21,-22,9%,-8%,0,-11%,0.0,-1%,10,12%
CCOc1ccc(CCNC(=O)c2nnn(CC(=O)Nc3ccc(OC)cc3)c2N)cc1OCC,19,-13%,5%,8,-1%,-3.0,-4%,5,2%
COc1ccc(NC(=O)c2ccco2)cn1,-10,2%,10%,-3,-20%,0.4,2%,-12,7%
CC1CCCC(N2CCN(S(=O)(=O)c3ccccc3)CC2)C1 (centres undefined),2,-6%,?,-3,5%,0.8,-5%,-5,3%
O=C(O)/C=C/C(=O)Nc1ccc(S(=O)(=O)Nc2nccs2)cc1,4,-1%,-5%,16&6,3%,1.5,3%,-1,2%&0%
O=C(Nc1c2c(nn1-c1ccccc1)CS(=O)(=O)C2)c1cc2ccccc2o1,-12,-3%,21%,-3,-7%,0.8,-25%,1,9%
COc1cccc(NC(=O)c2ccc3c(c2)C(=O)N(CC2CCCO2)C3=O)c1 (centres undefined),-16,-4%,15%,3,-15%,1.1,-11%,0,-2%
COCCN(C(=O)C1CCCC1)c1c(N)n(Cc2ccccc2)c(=O)[nH]c1=O,-7,-3%,15%,-1,-3%,1.2,4%,0,11%
O=C1Nc2ccc(Cl)cc2/C1=C/C1CC=CCC1 (centres undefined),-17,-26%,?,2,-13%,-0.4,-14%,0,-11%
CCc1nc2ccc(C(=O)N(CC)CCN(C)C)cn2c1N(C)Cc1nccs1,16,-8%,9%,3,-7%,-0.2,-2%,1,-5%
Cc1ccnc(NC(=O)c2ccc3c(c2)NC(=O)C(C)S3)c1 (centres undefined),-18,6%,?,4,-23%,-0.1,-3%[11.6 µM],-1,-2%
CCOC(=O)Nc1ccc2c(c1)N(C(=O)CCCl)c1ccccc1[S@]2=O,-4,?,?,-14,-3%,-0.4,-6%,1,-4%
O=C(/C=C/c1ccccc1[N+](=O)[O-])OCC(=O)c1ccccc1,-2,3%[7.66 µM],4%[7.66 µM],-8,4%,0.3,10%,3,0%
O=[N+]([O-])c1ccc(Cc2ccncc2)cc1,-3,-3%,8%,5,-7%,-4.1,-6%,6,5%
O=c1c2ccccc2nc(SCc2cccc(F)c2)n1Cc1ccco1,-24,4%,?,-12,-6%,-1.1,-12%,/,19%
O=C(O)CC1(CC(=O)Nc2cc3ccccc3cn2)CCCCC1,-17,?,-13%,-8,-1%,-0.8,-3%,-1,1%
Cc1c(NC(=O)c2nn3c(C(F)(F)F)cc(-c4ccccc4)nc3c2Cl)c(=O)n(-c2ccccc2)n1C,-13,14%,6%,-15,-10%,2.7,2%,1,-1%
Cc1cc(C)c(C#N)c(SCC(=O)Nc2cc(C)on2)n1,6,70%[activator],28%,-9,-8%,-2.9,2%,-9,?
Cc1cccnc1NC(=O)c1cccc(S(=O)(=O)N2CCN(c3ccc(F)cc3)CC2)c1,-21,-7%,-19%,1,-5%,-0.9,-5%,2,-5%
C=CCn1c(-c2cccc(S(=O)(=O)N3CCOCC3)c2)n[nH]c1=S,-20,6%,13%,1,-2%,1.7,9%,-15,2%
O=C(NCc1ccccc1)c1ccc([N+](=O)[O-])cc1,-12,4%,14%,-7,-1%,-0.5,9%[57.1 µM],-7,3%
CCOC(=O)C1CCN(C(=O)c2c(C)nn(-c3ccc(F)cc3)c2-n2cccc2)CC1,/,-10%,8%,2,/,/,/,/,15%
Cc1ccc(S(=O)(=O)N(Cc2ccc(Cl)cc2)c2ccccc2C(=O)NCc2cccnc2)cc1,0,?,?,-9,-9%,-3.2,?,9,-1%
CC1CC(NC(=O)Cc2ccc(Br)cc2)CC(C)(C)C1 (centres undefined),-14,5%,?,2,6µM*,-2.0,-6%,3,1%
CCOc1ccc(-c2cc3c(=O)n(Cc4nc(-c5ccccc5OCC)oc4C)ccn3n2)cc1Cl,/,2%,4%,-15,/,/,/,/,0%
Cc1ccc(Cl)c(OCC(=O)OC(C)C(=O)NC2CC2)c1 (centres undefined),-2,16%,13%,3,-7%,-3.5,7%,-3,-1%
CC(C)C[C@@]12C(=O)N(c3cccc(Cl)c3)C(=O)N1[C@H](c1ccc(Cl)cc1)[C@@H]1C(=O)N(C3CCCCC3)C(=O)[C@@H]12,30,2%,-7%,20,4%,1.5,2%,1,-4%
Cn1cccc1C(=O)OCC(=O)Nc1ccc2c(c1)OCO2,3,10%,12%,1,3%,-0.6,9%,0,3%

# (next part)
SMILES,D3 antag,HEK293 tox,GLP1R inv ag,D3 ag,PLK1 PBD block,IL2 activator,WRN inhibitor,PI5P4K alpha inh,GLP1R ag
COC(=O)CNC(=O)c1ccc2c(c1)S(=O)(=O)c1ccccc1C2=O,-10,0%,54%[activator],-4,-6%,0.1,-7%,-2,21%
O=C(CSc1nnc(CNC(=O)c2c(F)cccc2F)o1)NCCc1ccccc1,7,2%,7%,-8,0%,-2.8,-10%,0,0%
CCCCOC(=O)c1ccc(NC(=O)C(=O)NCCN(CC)CC)cc1,-23,9%,?,-3,-8%,-3.2,6%,7,9%
COc1ccc(NC(=O)NCc2ccc(Cl)cc2)cc1,23,-4%,3%,0,3%,-2.4,4%,2,-2%
Fc1ccc(F)c(Nc2c3c(nc4ccc(Cl)cc24)CCC3)c1,/,-8%,?,-2,/,/,/,/,-3%
CCOC(=O)c1c(N)c(C#N)cn1-c1ccccc1,-11,13%,0%,-8,-9%,-0.8,-3%,/,26%
O=C(OCC#CCSc1nnc(-c2ccccc2)o1)c1ccco1,6,17%,19%,-5,-10%,-3.3,7%,-3,0%
Fc1ccc(-c2nc3c4ccccc4ccn3c2Cc2ccccc2)cc1,-14,-9%,3%,-3,-1%,-1.0,5%,1,8%
COCCNc1cc(C)nc2c3c(C)cc(C)nc3nn12,18,169%[activator],0%,5,-1%,-2.2,-7%,-2,21%

# Part of the list above, field by field.
molecule: COC(=O)CNC(=O)c1ccc2c(c1)S(=O)(=O)c1ccccc1C2=O
  D3 antag: -10; HEK293 tox: 0%; GLP1R inv ag: 54%[activator]; D3 ag: -4; PLK1 PBD block: -6%; IL2 activator: 0.1; WRN inhibitor: -7%; PI5P4K alpha inh: -2; GLP1R ag: 21%

molecule: O=C(CSc1nnc(CNC(=O)c2c(F)cccc2F)o1)NCCc1ccccc1
  D3 antag: 7; HEK293 tox: 2%; GLP1R inv ag: 7%; D3 ag: -8; PLK1 PBD block: 0%; IL2 activator: -2.8; WRN inhibitor: -10%; PI5P4K alpha inh: 0; GLP1R ag: 0%

# Assay outcomes: PubChem BioAssay, National Center for Advancing Translational Sciences (NCATS)
